Bioassay records as filed in PubChem.
BRCA1 expr up = qHTS Assay to Identify Small Molecule Activators of BRCA1 Expression; MCF7-BRCA1-FFLuc reporter, luminescence, 48 h; response scale: scaled: vehicle 0%, 10 µM genistein 100%; Potency, µM (highest dose often 46.1 µM), without a hit: at the highest dose activation, hits mostly activators; hit rate 1.1% among 380,000; also: potency is read from the fitted curve at half-maximal effect; nearly all actives have a fitted effect of over 80% in size; some results filed as inactive show a strong effect at the top dose
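Luminescence from a BRCA1-driven firefly luciferase in MCF7 cells was read after 48 h compound exposure at 37 C. Data normalized against DMSO and a 10microM genistein activation control, then curve-fitted across the titration.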
p53 reactivator = qHTS assay for re-activators of p53 using a Luc reporter | H1299 p53-A138V BP100-luciferase reporter, luminescence, 24 h | Potency, µM (doses to about 92.2 µM), for the others: top-dose activity change, positive = activation, most hits filed as activators | hit rate 0.063% among 320,000; also: potency is read from the fitted curve at half-maximal effect; % of control where 0% means no effect; nearly all actives have a fitted effect of over 45% in size
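p53-null H1299 cells stably carrying temperature-sensitive p53-A138V and a BP100-luciferase reporter were pinned with compounds (4-point, 1:5 series) and held 24 hrs at 37 deg C. Luminescence was read 10 min after detection reagent.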
Menin MLL FP TR = qHTS Assay for Inhibitors Targeting the Menin-MLL Interaction in MLL Related Leukemias: Competition With Texas Red Labeled MLL-derived Mutant Peptide; Menin + Texas Red MLL mutant peptide, fluorescence polarization; Potency, µM (highest dose often 61.6 µM), without a hit: top-dose FP activity change, negative = inhibition, actives largely listed as inhibitors; hit rate 0.23% among 270,000; active = well fitted inhibition curve with a large enough effect in the polarisation, with a control signal flat, not every such curve was filed as active; inconclusive = small, poorly fitted or top-dose-only effect, or effect the other way, or a change in a side signal; inactive = no such curve, though single readings can be large or run the other way; the % refers to the polarisation; also: potency is read from the fitted curve at half-maximal effect; % of control where 0% means no effect; many of its hits are not listed in these tables
Target sequence (O00255 whole entry, looked up): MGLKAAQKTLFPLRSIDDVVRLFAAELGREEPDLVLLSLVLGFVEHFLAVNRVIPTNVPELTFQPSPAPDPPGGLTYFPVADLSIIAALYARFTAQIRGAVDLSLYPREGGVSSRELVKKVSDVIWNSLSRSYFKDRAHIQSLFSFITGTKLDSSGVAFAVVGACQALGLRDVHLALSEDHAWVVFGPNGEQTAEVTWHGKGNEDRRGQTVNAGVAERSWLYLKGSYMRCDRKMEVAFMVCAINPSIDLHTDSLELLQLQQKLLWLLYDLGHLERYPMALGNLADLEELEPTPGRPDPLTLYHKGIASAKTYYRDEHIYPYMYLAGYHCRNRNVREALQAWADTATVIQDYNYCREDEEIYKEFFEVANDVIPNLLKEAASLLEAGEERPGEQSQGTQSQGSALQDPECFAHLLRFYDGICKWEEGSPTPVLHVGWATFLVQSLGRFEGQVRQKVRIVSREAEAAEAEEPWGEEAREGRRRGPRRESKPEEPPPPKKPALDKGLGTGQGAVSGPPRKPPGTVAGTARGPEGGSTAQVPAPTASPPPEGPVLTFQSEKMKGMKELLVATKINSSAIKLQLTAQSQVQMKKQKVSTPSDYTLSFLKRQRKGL
ELG1 genotoxic = qHTS screen for small molecules that induce genotoxicity in human embryonic kidney (HEK293T) cells expressing luciferase-tagged ELG1; HEK293T ELG1-luciferase reporter, luminescence, 16 h; Potency, µM (series often up to 46 µM), for the others: at the top dose activity change, positive = activation, usual class: activators; hit rate 1.3% among 330,000; AID 504466, 2011; also: potency is read from the fitted curve at half-maximal effect; % of control where 0% means no effect; nearly all actives have a fitted effect of over 60% in size
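16 hr compound incubation (37 °C, 5% CO2) of HEK293T cells carrying luciferase-tagged ELG1; luciferase then measured by ONE-Glo luminescence after 30 min at RT.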
PKM2 activator = qHTS Assay for Activators of Human Muscle isoform 2 Pyruvate Kinase | Pyruvate kinase PKM (Homo sapiens), P14618 | purified PKM2, Kinase-Glo ATP luminescence, activation; response scale: 0% is enzyme alone, no compound | Potency, µM (top dose mostly 57.5 µM), for the others: at the top dose activation, actives largely listed as activators | hit rate 0.34% among 260,000; also: potency is read from the fitted curve at half-maximal effect; % is scaled to controls: 0 for no effect and ±100 for the full control effect; nearly all actives have a fitted effect of over 55% in size
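Purified hPK-M2 (>95%) run at intermediate activity with 0.1 mM ADP and 0.5 mM PEP in 50 mM imidazole pH 7.2, KCl, MgCl2; 1 h room temperature. ATP formed read by Kinase-Glo luminescence; normalized to uninhibited and no-enzyme controls.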
Gal4-VP16 FLuc = VP16 counterscreen qHTS for inhibitors of ROR gamma transcriptional activity; Drosophila S2 Gal4-VP16 UAS-luciferase, luminescence, 20 h; Potency, µM (highest dose often 53.6 µM), inactives show at the highest dose activity, negative = inhibition, hits mostly inhibitors; hit rate 3.5% among 310,000;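 also: Gal4-VP16 expression switched on by copper sulfate through the metallothionein promoter; potency is read from the fitted curve at half-maximal effect; % is scaled to controls: 0 for no effect and ±100 for the full control effect; nearly all actives have a fitted effect of over 50% in size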
Rab9 prom act = qHTS Assay for Rab9 Promoter Activators. Huh7 Rab9 promoter-luciferase reporter, luminescence, 24 h. Potency, µM (series often up to 9.22 µM), without a hit: at the highest dose activation, negative = inhibition, usual class: activators. hit rate 2.8% among 320,000; also: potency is read from the fitted curve at half-maximal effect; % of control where 0% means no effect; nearly all actives have a fitted effect of over 60% in size
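Huh7 cells stably carrying Rab9 promoter–luciferase reporter, plated 1500 cells/well, compound added after 2 h and incubated 24 h at 37 °C; luciferase luminescence then read after 10 min with detection reagent.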
RORgamma inh = qHTS for inhibitors of ROR gamma transcriptional activity; Nuclear receptor ROR-gamma (Mus musculus), P51450; Drosophila S2 Gal4-RORgamma UAS-luciferase reporter, 20 h; Potency, µM (doses to about 53.6 µM), without a hit: top-dose activity change, negative = inhibition, most hits filed as inhibitors; hit rate 5.4% among 310,000; also: potency is read from the fitted curve at half-maximal effect; % is scaled to controls: 0 for no effect and ±100 for the full control effect; nearly all actives have a fitted effect of over 60% in size
Target sequence (P51450 whole entry, looked up, the tested form may be a part): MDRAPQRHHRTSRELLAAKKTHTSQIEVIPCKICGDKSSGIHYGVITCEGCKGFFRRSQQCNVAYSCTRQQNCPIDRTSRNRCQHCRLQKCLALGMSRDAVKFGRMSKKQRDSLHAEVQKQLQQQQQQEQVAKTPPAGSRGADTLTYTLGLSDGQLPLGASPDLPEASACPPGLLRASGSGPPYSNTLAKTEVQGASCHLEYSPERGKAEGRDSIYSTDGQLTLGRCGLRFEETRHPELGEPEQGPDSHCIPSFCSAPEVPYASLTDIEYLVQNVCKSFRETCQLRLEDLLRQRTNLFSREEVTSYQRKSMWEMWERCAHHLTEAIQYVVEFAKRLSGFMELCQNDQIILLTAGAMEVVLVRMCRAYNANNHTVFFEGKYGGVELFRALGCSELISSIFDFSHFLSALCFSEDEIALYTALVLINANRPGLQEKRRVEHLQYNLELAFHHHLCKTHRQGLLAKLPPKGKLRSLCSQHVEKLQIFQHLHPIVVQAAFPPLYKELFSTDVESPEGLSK
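Compounds are pin-transferred onto Drosophila Schneider cells expressing a copper-inducible Gal4–ROR gamma transactivation domain fusion. After 1 hr, copper sulfate is added to 700 uM final; luciferase is read 20 hr later.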
Giardia kill = Small Molecules that selectively kill Giardia lamblia: qHTS; Giardia lamblia trophozoite viability; hit rate 0.15% among 340,000; AID 540267, 2011; activity change, % at 7.66 µM, hits read low; in the data active = activity change below about -80%; inconclusive = between about -30% and that limit;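 also: parasites exposed to compound for two days anaerobically before the ATP read; % is scaled to controls: 0 for no effect and ±100 for the full control effect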
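Anaerobic 48 hrs incubation at 37 deg C of 100 trophozoites/well with test compounds; ATPLite 1-Step luminescence, 15-30 min RT, reports cellular ATP as viability.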
NPC1 promoter act = qHTS Assay for NPC1 Promoter Activators; hit rate 2.4% among 320,000; Potency, µM (titrated, usually from 9.22 µM), without a hit: at the highest dose activation, hits mostly activators; AID 485313, 2010; Huh7 NPC1 promoter luciferase reporter, 24 h;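 also: potency is read from the fitted curve at half-maximal effect; % of control where 0% means no effect; nearly all actives have a fitted effect of over 60% in size; reporter is driven by a mutant NPC1 promoter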
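Compounds in DMSO were transferred onto Huh7 NPC1-luciferase reporter cells pre-incubated 2 h; after 24 h at 37 °C, Amplite reagent was dispensed and luminescence recorded 10 min later.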
FLuc counter = qHTS profiling assay for firefly luciferase inhibitor/activator using purifed enzyme and Km concentrations of substrates (counterscreen for miR-21 project); Luciferin 4-monooxygenase (Photinus pyralis), P08659; hit rate 6.9% among 360,000; purified FLuc, Km substrates, luminescence inhibition; Potency, µM (titrated, usually from 57.5 µM), without a hit: at the highest dose activity change, negative = inhibition, actives largely listed as inhibitors;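 also: potency is read from the fitted curve at half-maximal effect; plate controls were vehicle for no effect and reference inhibitor for full effect; nearly all actives have a fitted effect of over 55% in size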
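Purified P. pyralis luciferase (10nM final) with 10uM D-luciferin and 10uM ATP (Km levels) in 50mM Tris acetate pH 7.5, 10mM Mg acetate, 0.01% Tween-20, 0.05% BSA; qHTS 6-point titration, ~60 µM downward; luminescence read.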
* hit, by the source's call; u = inconclusive; x = no result given; [ ] = another dose, or the depositor's remark. Unless noted, calls follow the shape of the dose curve; as a rule, active = well fitted curve in the direction sought with a large enough effect; inconclusive = small, poorly fitted or top-dose-only effect, or another doubt; inactive = no such curve, though single readings can be large; an effect the other way counts as inactive or inconclusive. Only part of the results is shown (hit frequency here may not be typical).

SMILES	BRCA1 expr up	p53 reactivator	Menin MLL FP TR	ELG1 genotoxic	PKM2 activator	Gal4-VP16 FLuc	Rab9 prom act	RORgamma inh	Giardia kill	NPC1 promoter act	FLuc counter
O=C1c2ccccc2C(=O)N1CC#CCN1CCN(C(c2ccccc2)c2ccccc2)CC1	-6%	8%	x	-5%	0%	2%	12%	0%	-6	0%	10%
O=C(O)CCCC(=O)Nc1c(F)c(F)c(F)c(F)c1F	3%	1%	0%	-1%	7%	-4%	1%	-13%	7	-1%	4%
COc1cc2nc(N(CCCN(C)C)C(=O)c3ccc(S(=O)(=O)N(C)C4CCCCC4)cc3)sc2cc1OC	-14%	-4%	x	u	x	x	1%	x	15	-4%	4%
Cc1cc(OCC(=O)OCC(=O)NCC2CCCO2)ccc1Cl (configuration not stated)	4%	-5%	x	3%	x	x	-4%	x	11	0%	x
Cc1ccc(C)c(CN2CCC(n3nccc3NC(=O)C3CCCC3)CC2)c1	-16%	10%	-26%	-7%	3%	-5%	10%	0%	0	5%	4%
O=S(=O)(c1ccc(NC(=S)NCc2cccnc2)cc1)N1CCCCC1	-2%	3%	x	-11%	4%	1%	-1%	u	-22	1%	5%
O=C(NC(Nc1ncc(S(=O)(=O)c2ccc([N+](=O)[O-])cc2)s1)(C(F)(F)F)C(F)(F)F)c1ccc(Cl)cc1	-86%	-2%	u	-13%	u	11µM*	-38%[inhibitor]	u	-4	-33%[inhibitor]	2%
Cc1ccc(C(=O)NCc2nc3ccccc3[nH]2)o1	6%	-5%	-23%	5%	-2%	-20%	5%	-21%	-6	2%	-1%
COc1ccc(S(=O)(=O)N2CCCOC2CNC(=O)C(=O)NCCCN2CCOCC2)cc1C (configuration not stated)	0%	-4%	x	1%	-1%	-10%	2%	-8%	-2	4%	0%
COc1cccc(-c2cc3onc(-c4ccccc4)c3c(=O)n2C)c1	u	u	x	u	x	x	0.4µM*	x	-18	0.71µM*	0.85µM*
O=C(Nc1sc2c(c1C(=O)O)CCCC2)c1ccc(Cl)cc1	u	x	u	-2%	-1%	-4%	27%	u	-2	25%	19µM*
Cn1cccc1C(=O)NC(=O)COC(=O)c1cc(S(=O)(=O)N2CCCCC2)ccc1Cl	0%	-2%	3%	2%	0%	-9%	-2%	26%	21	-4%	-6%
CCNC1=C(Cl)C(=O)c2ccccc2C1=O	-75%	-2%	-5%	-8%	15%	-3%	21%	u	-6	-16%	-19%
CN(Cc1ccccc1)C(=O)CN1C(=O)c2ccccc2S1(=O)=O	50%	u	8%	u	x	-5%	26%	-3%	-3	29%	-1%
Cc1ccc(S(=O)(=O)N2c3ccccc3NC(=O)CC2C)cc1 (configuration not stated)	3%	5%	-22%	0%	-6%	21%	-3%	20%	18	-3%	4%
Cc1ccc(S(=O)(=O)N/N=C/c2cc(Br)c(C)o2)cc1	-31%	u	48%[activator]	u	0%	-11%	-1%	-4%	1	-5%	-4%
CCOc1ccc(NC(=S)Nc2ccc(F)cc2)cc1	-7%	x	17%	-1%	-4%	u	8%	13µM*	12	2%	u
CCN(CCCNC(=O)c1nn(C)c2c1CS(=O)(=O)c1ccccc1-2)Cc1ccccc1	1%	0%	-8%	-1%	5%[0.46 µM]	-13%	-1%	-22%	u	1%	1%
Cc1ccc(S(=O)(=O)N(C)C)cc1NC(=S)NC(C)CCC(C)C (configuration not stated)	-77%	0%	1%	-6%	6%	u	-1%	13µM*	15	4%	4%
CCN1C(=O)/C(=C2\Sc3ccccc3N2CC)OC1=S	-3%	14%	1%	8%	-5%	-5%	1%	-12%	-18	0%	-1%
O=C(Nc1ccccc1-c1ccccc1)c1ccccc1Br	4%	x	0%	-2%	0%	3%	0%	10%	-1	-1%	2%
O=[N+]([O-])c1cccc(P(=O)(O)c2cccc([N+](=O)[O-])c2)c1	11%	0%	x	1%	2%	-2%	-2%	3%	-1	2%	3%
COc1ccc(-n2nccc2-c2nn(-c3cccc(OC)c3)c(=O)n(C)c2=O)cc1	-17%	-4%	2%	-3%	-1%	-4%	-3%	-15%	3	-5%	6%
CCOc1ccc(OCC)c(NC(=O)CCS(=O)(=O)c2ccc(Br)s2)c1	2%	1%	x	-5%	1%	12%	0%	19%	-12	6%	-1%
c1ccc(-c2noc(CN3CCCC(OCc4ccccn4)C3)n2)cc1 (configuration not stated)	8%	6%	-17%	-2%	-2%	3%	-8%	31%	-5	-2%	-6%
CCOc1ccc(OCC(=O)OCC(=O)NNC(=O)c2ccc([N+](=O)[O-])cc2)cc1	4%	6%	x	-6%	x	x	-4%	x	24	-2%	2%
CCN(CC)CCNC(=O)c1ccc(N2CCCCC2)c(NS(=O)(=O)c2ccc(C)cc2)c1	-52%	u	u	u	2%	7%[0.365 µM]	-14%	-43%	3	-1%	2%
CCc1cccc(CC)c1NC(=S)/C(=C(\[O-])c1ccc(Cl)s1)[n+]1ccccc1	-36%	1%	2%	0%	2%	-7%	4%	u	-8	-1%	-6%
CC1CCCCN1C(=O)Cn1cnc2cc([N+](=O)[O-])ccc2c1=O (configuration not stated)	2%	14%	-4%	-6%	0%	4%	1%	4%	0	-1%	1%
c1ccc(-c2nnc(CN3CCCCC3)o2)cc1	63%	13%	-7%	17%	x	11%	u	24%	24	26%	-7%
NC(=O)[C@@H]1CC2(CC(c3cccc(NC(=O)[C@H]4CCC(=O)N4)c3)=NO2)CN1C(=O)COc1ccc(Cl)cc1 (some centres not stated)	2%	-2%	x	2%	-11%	3%	0%	-25%	-5	-3%	-3%
O=C(NCC1CCCO1)c1cccc(S(=O)(=O)N2CCCCC2)c1 (configuration not stated)	-13%	3%	x	-2%	x	x	-2%	x	-6	0%	6%
CCC(C)(C)c1ccc(Oc2cccc(C(=O)O)c2)cc1	160%	19%	-15%	14%	-1%	u	u	-26%	-10	1.8µM*	u
Cc1cc(C)nc(-n2nc(C)c(Oc3ccccc3O)c2C)n1	22%	u	-4%	-3%	3%	u	2%	10µM*	-8	6%	u
COc1ccc(-c2c(-c3cc(OC)c(OC)c(OC)c3)noc2C)cn1	-56%	20%	-16%	u	4%	5%	-15%	10%	-3	-19%	u
Cc1ccc(S(=O)(=O)NCCC(=O)N2CCCCCCC2)cc1C	-1%	0%	x	0%	x	x	2%	x	2	0%	-2%
CC(C)=CCN1CCN(Cc2nc(C(C)C)cs2)CC1CCO (configuration not stated)	26%	3%	-21%	-4%	-12%	-14%	0%	-7%	5	-1%	2%
CCOc1cc(/C=C2\N=C(C)OC2=O)cc(Br)c1OCC(=O)OC	-3%	-7%	-2%	0%	0%	-6%	-4%	17%	-9	21%	-18%
CC1CN(C(=O)c2cc(S(=O)(=O)N(C)c3ccc(F)cc3)ccc2Cl)CC(C)O1 (configuration not stated)	-16%	x	x	-2%	-4%	-7%	2%	3%	4	-1%	5%
COc1ccc(S(N)(=O)=O)cc1C(=O)N(C)CC(=O)Nc1ccc(N2CCOCC2)cc1	0%	9%	0%	-1%	-1%	-17%	10%	-13%	1	5%	u
O=c1[nH]c2ccsc2c(=O)n1CCO	2%	1%	x	0%	0%	0%	0%	-14%	-12	2%	-1%
O=C(CCCSc1nc(-c2ccco2)cc(C(F)(F)F)n1)NCC1CCCO1 (configuration not stated)	0%	-14%	0%	-12%	-1%	-11%	-6%	9%	7	-1%	4%
CCOC(=O)c1ccc(-n2c(C)ccc2C)cc1	1%	18%	7%	12%	-7%	6%	-2%	14%	15	-2%	-11%
COC(=O)[C@@]1(Cc2ccc(F)cc2)[C@H]2c3cc(C(=O)N(C)C)n(Cc4cc(C)n(C)n4)c3C[C@H]2CN1C(=O)c1ccccc1	-1%	x	-4%	x	1%	-1%	x	31%	x	x	x
Clc1ccc2[nH]c3c(c2c1)CNCC3	-20%	-10%	7%	-9%	x	-6%	-10%	16%	-2	-1%	-1%
NS(=O)(=O)c1ccc(NC(=O)CCC(=O)c2ccc(Cl)s2)cc1	-14%	1%	28%	1%	x	0%	3%	-3%	2	-9%	-1%
CCN(CCCNC(=O)c1cn(CC)c2ccc(S(=O)(=O)N(C)C)cc2c1=O)c1cccc(C)c1	-11%	28%	u	-7%	2%	-11%	-4%	u	3	-9%	8%
